# VP16 counter – inhibits Gal4-VP16 luciferase reporter, ROR gamma counter-screen | Potency, µM (doses to about 53.6 µM), for inactives: at the top dose activity, negative = inhibition, hits mostly inhibitors | Drosophila S2 Gal4-VP16 UAS-luciferase, luminescence, 20 h | 3.5% of 310,000 active;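 further: Gal4-VP16 expression switched on by copper sulfate through the metallothionein promoter; potency means the concentration at half of the fitted maximal effect; nearly all actives have a fitted effect of over 50% in size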
# Coupling enz – inhibits coupling enzyme system, counter-screen for aldolase hits; activity change, negative = inhibition, % at 58.2 µM, hits read low; AID 2472; coupling enzyme system counterscreen, AmpLite Red fluorescence; 0.67% of 290,000 active; in the data active means activity change below about -30%
#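 Coupling enzymes only (glyceraldehyde-3-phosphate) + compound, at 57.5 uM final, 10 min RT; add substrate/coupling/AmpLite Red mix, 20 min RT; fluorescence ex 525/em 598 nm. Actives flag coupling-system interference.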
# RORg inh – inhibitors of mouse ROR gamma transcriptional activity; Potency, µM (top dose mostly 53.6 µM), for inactives: at the top dose activity change, negative = inhibition, most hits filed as inhibitors; 5.4% of 310,000 active; Drosophila S2 Gal4-RORgamma UAS-luciferase reporter, 20 h; further: potency means the concentration at half of the fitted maximal effect; nearly all actives have a fitted effect of over 60% in size
# Target sequence (P51450 whole entry, looked up, the tested form may be a part): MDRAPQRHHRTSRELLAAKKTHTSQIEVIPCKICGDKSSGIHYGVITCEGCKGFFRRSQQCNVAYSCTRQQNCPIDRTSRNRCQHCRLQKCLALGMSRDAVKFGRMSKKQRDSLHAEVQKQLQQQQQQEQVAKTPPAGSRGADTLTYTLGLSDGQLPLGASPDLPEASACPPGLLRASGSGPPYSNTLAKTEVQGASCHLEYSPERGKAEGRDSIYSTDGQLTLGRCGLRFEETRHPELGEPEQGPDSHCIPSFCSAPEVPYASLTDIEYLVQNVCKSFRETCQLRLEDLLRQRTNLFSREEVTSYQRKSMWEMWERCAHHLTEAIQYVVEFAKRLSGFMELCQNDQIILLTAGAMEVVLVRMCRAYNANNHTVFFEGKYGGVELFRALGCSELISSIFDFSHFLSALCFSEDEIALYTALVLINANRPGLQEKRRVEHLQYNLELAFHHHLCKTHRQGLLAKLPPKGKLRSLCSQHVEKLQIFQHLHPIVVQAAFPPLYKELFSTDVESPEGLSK
#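 Compounds are pin-transferred onto Drosophila Schneider cells expressing a copper-inducible Gal4–ROR gamma transactivation domain fusion. After 1 hr, copper sulfate is added to 700 uM final; luciferase is read 20 hr later.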
# * hit, by the source's call; u = inconclusive; & = joins results of further samples; [ ] = another dose, or the depositor's remark. Unless noted, the call rests on the fitted dose curve; in most records, active means well fitted curve in the direction sought with a large enough effect; inconclusive means small, poorly fitted or top-dose-only effect, or another doubt; inactive means no such curve, though single readings can be large; an effect the other way counts as inactive or inconclusive. On the % scale 0 is the no-effect control and ±100 the full control effect.
# Value order: Coupling enz | VP16 counter | RORg inh
(1) CC[C@H](C)[C@H](NC(=O)[C@H](CO)NC(=O)[C@H](CC(C)C)NC(=O)[C@@H]1CCCN1C(=O)[C@@H]1CCCN1C(=O)[C@H](CC(=O)O)NC(=O)[C@@H](N)CC(=O)O)C(=O)N[C@@H](CC(=O)O)C(=O)N[C@@H](CC(C)C)C(=O)N[C@H](C(=O)N[C@@H](Cc1ccccc1)C(=O)N[C@@H](Cc1cnc[nH]1)C(=O)N[C@@H](CC(C)C)C(=O)N[C@@H](CC(C)C)C(=O)N[C@@H](CCCNC(=N)N)C(=O)N[C@H](C(=O)N[C@@H](CC(C)C)C(=O)N[C@@H](CC(C)C)C(=O)N[C@@H](CCC(=O)O)C(=O)N[C@@H](CC(C)C)C(=O)N[C@@H](C)C(=O)N[C@@H](CCCNC(=N)N)C(=O)N[C@H](C(=O)N[C@@H](CCC(N)=O)C(=O)N[C@@H](CO)C(=O)N[C@@H](CCC(N)=O)C(=O)N[C@@H](CCCNC(=N)N)C(=O)N[C@@H](CCC(=O)O)C(=O)N[C@@H](CCCNC(=N)N)C(=O)N[C@@H](C)C(=O)N[C@@H](CCC(=O)O)C(=O)N[C@@H](CCC(N)=O)C(=O)N[C@@H](CC(N)=O)C(=O)N[C@@H](CCCNC(=N)N)C(=O)N[C@H](C(=O)N[C@H](C(=O)N[C@@H](Cc1ccccc1)C(=O)N[C@@H](CC(=O)O)C(=O)N[C@@H](CO)C(=O)N[C@H](C(N)=O)C(C)C)[C@@H](C)CC)[C@@H](C)CC)[C@@H](C)O)[C@@H](C)O)[C@@H](C)O
    2 | -3% | 15%
(2) COc1ccc(CNc2ncnc3ccc(-c4ccc5c(c4)OCO5)cc23)c(OC)c1
    -1 | 2% | u
(3) Cc1cc(F)c(Nc2ncnc3cc(OCc4ccccc4)ccc23)cc1O
    2 | -4% | 0%
(4) CO[C@H]1COC(=O)[C@@H](CCSC)NC(=O)C/C=C\[C@@H](C)[C@H](OC)COC(=O)[C@@H](OCc2ccccc2)/C=C\[C@@H]1C
    1 | -6%[10 µM] | -1%[10 µM]
(5) O=C(c1ccncc1)N1CCC2(CCCN(Cc3ccncc3)C2)CC1
    2 | 1% | -15%
(6) COc1ccc(Oc2ncc3ncc(=O)n(Cc4cccc(OC)c4)c3n2)cc1
    -10 | -8% | 1%
(7) CCCCC/C=C\C/C=C\CCCCCCCC(N)=O
    2&0 | -9%&-1% | 14%&2%
(8) CC(=O)N1CCC2(CC1)CCN(C(=O)Nc1cccc(C#N)c1)CC2
    -1 | -1% | 10%
(9) COc1cccc2c3c(c(C)nc12)CC(CO)O3 (centres undefined)
    1 | 1% | 0%
(10) Cc1nc2cnc(Oc3ccccc3)nc2n(Cc2cccs2)c1=O
    5 | -2% | 12%
(11) O=C(c1cccc(F)c1)N1CCC2(CCCN(c3ccc(-c4ccccc4)cc3)C2)CC1
    0 | 4% | -5%
(12) CC(C)[C@@H](CC(=O)N[C@@H]1CCCC[C@H]1C(=O)N[C@H](CC(=O)N[C@@H](CCC(=O)O)CC(=O)O)Cc1c[nH]c2ccccc12)NC(=O)C[C@H](CO)NC(=O)[C@@H]1CCCC[C@H]1N
    0 | 2% | 2%
(13) COC(=O)[C@@H]1C[C@H]2CC[C@H](O)C[C@H]2N1Cc1c(F)cccc1Cl
    1 | 1% | -1%
(14) CN1CCN(c2ncncc2-c2ccccc2C(F)(F)F)CC1
    2 | 9% | 5%
(15) O=c1c(CCc2ccccc2)nc2cnc(N3CCNCC3)nc2n1C1CC1
    2 | -21% | 19%
(16) CC(C)CO/N=C1/[C@H]2O[C@@H]2[C@@H](O)[C@H]2[C@H]1CCn1c(=O)n(C)c(=O)n12
    1 | 4%[10 µM] | -12%[10 µM]
(17) Cn1cccc1C(=O)N1CCC2(CCCN(c3ccccc3)C2)CC1
    2 | -7% | 9%
(18) O=C(c1cnccn1)N1CCC2(CCCN(Cc3ccncc3)C2)CC1
    2 | -7% | -24%
(19) CCNc1ncc2nc(-c3cc(F)cc(F)c3)c(=O)n(C[C@H]3CCCO3)c2n1
    2 | -3% | -7%
(20) C=Cc1c(C)/c2[n-]/c1=C\c1[n-]c(c(CC)c1C)/C=c1\[n-]c3c(c1C)C(=O)C(C(=O)[O-])C=3c1[n-]c(c(C)c1CCC(=O)[O-])\C=2.[Cu].[Na+].[Na+] (centres undefined)
    -10 | -15% | u
(21) COCCn1c(=O)cnc2cnc(Oc3ccc(OC)cc3)nc21
    -10 | -22% | 15%
(22) CC(C)=CCC/C(C)=C/CO/N=C1/C[C@@H](O)[C@@H](O)[C@@H]2[C@@H]3C(=O)N(C[C@@H]4CCCO4)C(=O)[C@H]3CC[C@@H]12
    0 | 3%[10 µM] | -5%[10 µM]
(23) CC(C)=CCC/C(C)=C/CC/C(C)=C/CO
    -1&1 | 4%&1% | 22%&12%
(24) OC[C@@H]1O[C@@H](n2cnc3c(N[C@H]4CCC[C@@H]4O)ncnc32)[C@H](O)[C@H]1O
    1 | -3% | 0%
(25) COCCn1c(=O)c(-c2ccc(F)cc2)nc2cnc(OC)nc21
    1 | 2% | 6%
(26) CCOC(=O)OCC1OC(C#Cc2ccccc2)C=CC1OC(=O)OCC (centres undefined)
    4 | -1%[10 µM] | -6%[10 µM]
(27) COc1cccc(Cn2c(=O)c(-c3cc(F)cc(F)c3)nc3cnc(N4CCOCC4)nc32)c1
    3 | 1% | 2%
(28) Cc1nc(-c2coc3c(O)c(O)ccc3c2=O)cs1
    -11 | -6% | 4%
(29) COC(=O)[C@@H](O)CC[C@@H](C)Cc1c(OC)c(OC)c(C)c(OC)c1OC
    0 | 0% | 4%
(30) O=C(c1ccco1)N1CCC[C@@]2(CCN(C(c3ccccc3)c3ccccc3)C2)C1
    3 | u | 12%
(31) COC(=O)[C@@]1(Cc2ccc(F)cc2)[C@H]2c3cc(C(=O)N(C)C)n(Cc4ccsc4Br)c3C[C@H]2CN1C(=O)c1ccccc1
    0 | 1% | 13%
(32) CCCn1c(C)nc2c(NCCCN3CCCCC3C)nc(C)nc21 (centres undefined)
    1 | -2% | 2%
(33) Cn1cccc1C(=O)N1CCC2(CC1)CN(C(c1ccccc1)c1ccccc1)C2
    9 | 12% | 32%
(34) CN1CC[C@@]2(CCCN(S(=O)(=O)c3ccccc3)C2)C1
    1 | -1% | -19%
(35) COC(=O)[C@@]1(Cc2ccc(F)cc2)[C@H]2c3cc(C(=O)N4CCCC4)n(Cc4ccccn4)c3C[C@H]2CN1C(=O)c1ccccc1
    3 | 9% | 0%
(36) O=c1c(-c2cccc(F)c2)nc2cncnc2n1-c1ccccc1
    -1 | -3% | 2%
(37) CC1(C)C(=O)C(c2ccccc2)=C2CN3C(=O)N(CCc4ccccc4)C(=O)C3(Cc3ccccc3)C=C21 (centres undefined)
    0 | 9% | -3%
(38) C=CCOC(=O)N[C@H](/C(C(=O)OC)=C(\C)NCc1ccccc1)c1cccc(OC)c1
    2 | 3% | -16%
(39) O=c1cc(-c2ccc(O)cc2)oc2c(-c3cc(-c4cc(=O)c5c(O)cc(O)cc5o4)ccc3O)c(O)ccc12
    -3 | -15% | 6%
(40) O=C(c1cccc(F)c1)N1CCC2(CC1)CN(Cc1ccccc1)C2
    1 | 3% | -25%
(41) NCCC(=O)O
    3 | -1% | 7%
(42) C=CC[C@@](C(C)=O)(C(=O)OC)C(NC(=O)OC)c1ccccc1 (some centres undefined)
    4 | -11% | -23%
(43) COC(=O)C/C=C\[C@@H](C)[C@@H](/C=N\O[C@@H](C)CN1CCCCc2nc(C)c(C)cc21)NS(=O)(=O)c1ccc(C)cc1
    2 | 5%[10 µM] | -2%[10 µM]
(44) COc1cc(COc2cc(N)c(Cl)cc2C(=O)CCC2CCN(CCNS(C)(=O)=O)CC2)cc(OC)c1
    1 | 16µM* | 16µM*
(45) CSCC[C@H](NC(=O)[C@H](CCC(N)=O)NC(=O)[C@H](CCCCN)NC(=O)[C@H](CCCNC(=N)N)NC(=O)[C@H](Cc1ccc(O)cc1)NC(=O)[C@H](CCCNC(=N)N)NC(=O)[C@H](CO)NC(=O)[C@H](Cc1ccc(O)cc1)NC(=O)[C@H](CO)NC(=O)[C@H](CC(=O)O)NC(=O)[C@@H](NC(=O)[C@@H](N)Cc1ccccc1)[C@@H](C)O)C(=O)N[C@@H](C)C(=O)N[C@H](C(=O)N[C@@H](CCCCN)C(=O)N[C@@H](CCCCN)C(=O)N[C@@H](Cc1ccc(O)cc1)C(=O)N[C@@H](CC(C)C)C(=O)N[C@@H](C)C(=O)N[C@@H](C)C(=O)N[C@H](C(=O)N[C@@H](CC(C)C)C(=O)NCC(=O)N[C@@H](CCCCN)C(=O)N[C@@H](CCCNC(=N)N)C(=O)N[C@@H](Cc1ccc(O)cc1)C(=O)N[C@@H](CCCCN)C(=O)N[C@@H](CCC(N)=O)C(=O)N[C@@H](CCCNC(=N)N)C(=O)N[C@H](C(=O)N[C@@H](CCCCN)C(=O)N[C@@H](CC(N)=O)C(=O)N[C@@H](CCCCN)C(N)=O)C(C)C)C(C)C)C(C)C
    -1 | 4% | 9%

# Ordered by value in RORg inh (high to low): some entries from above
entry	Molecule	RORg inh
41	NCCC(=O)O	7%
38	C=CCOC(=O)N[C@H](/C(C(=O)OC)=C(\C)NCc1ccccc1)c1cccc(OC)c1	-16%
34	CN1CC[C@@]2(CCCN(S(=O)(=O)c3ccccc3)C2)C1	-19%

# Additional structures follow:
# Value order: Coupling enz | VP16 counter | RORg inh
(46) Cc1cc(C)c(-c2cc([C@H](C)O/N=C3/[C@H]4OC4[C@@H](O)[C@H]4[C@H]3CCn3c(=O)n(-c5ccccc5)c(=O)n34)on2)c(C)c1 (some centres undefined)
    3 | 0%[10 µM] | 27%[10 µM]
(47) NC(=O)c1ccccc1-c1nc(-n2ccnc2)c2ccccc2n1
    4 | 0% | 26%
(48) Brc1ccc2c(c1)c1cc(Br)ccc1n2CC1CO1 (centres undefined)
    5 | -6% | 4%
(49) C=C(C)C1Cc2c(ccc(C(=O)O)c2O)O1 (centres undefined)
    4 | -10% | -11%
(50) Cc1ccc(S(=O)(=O)N(C)c2cccc3cccnc23)cc1
    2 | 5% | 7%
(51) COc1cccc2nc(-c3cccs3)nc(NN3C(=O)C=C(C)C3=O)c12
    -3 | 5µM* | 6.3µM*
(52) O=C(c1cnccn1)N1CCC2(CC1)CCN(c1ccccn1)CC2
    2 | 3% | -10%
(53) O=C1C[C@@H](O)[C@@H](O)[C@@H]2[C@H]3C(=O)N(c4ccc(F)cc4F)C(=O)[C@@H]3CC[C@H]12
    5 | 0%[10 µM] | -4%[10 µM]
(54) Cc1noc(C)c1-c1ccc2ncnc(NCC3CCN(C)CC3)c2c1
    -4 | 1% | -25%
(55) COc1cccc(Cn2c(=O)c(-c3cccs3)nc3cnc(N4CCOCC4)nc32)c1
    -1 | -6% | 24%
(56) CN(C)c1ccc(-c2ccc3ncnc(N(C)Cc4ccco4)c3c2)cc1
    -10 | 7% | 4%

# Just Coupling enz (5 entries from above):
No.	structure	Coupling enz
46	Cc1cc(C)c(-c2cc([C@H](C)O/N=C3/[C@H]4OC4[C@@H](O)[C@H]4[C@H]3CCn3c(=O)n(-c5ccccc5)c(=O)n34)on2)c(C)c1 (some centres undefined)	3
48	Brc1ccc2c(c1)c1cc(Br)ccc1n2CC1CO1 (centres undefined)	5
55	COc1cccc(Cn2c(=O)c(-c3cccs3)nc3cnc(N4CCOCC4)nc32)c1	-1
53	O=C1C[C@@H](O)[C@@H](O)[C@@H]2[C@H]3C(=O)N(c4ccc(F)cc4F)C(=O)[C@@H]3CC[C@H]12	5
51	COc1cccc2nc(-c3cccs3)nc(NN3C(=O)C=C(C)C3=O)c12	-3

# Some of the entries so far, screen by screen.
56: CN(C)c1ccc(-c2ccc3ncnc(N(C)Cc4ccco4)c3c2)cc1
51: COc1cccc2nc(-c3cccs3)nc(NN3C(=O)C=C(C)C3=O)c12
48: Brc1ccc2c(c1)c1cc(Br)ccc1n2CC1CO1 (centres undefined)
54: Cc1noc(C)c1-c1ccc2ncnc(NCC3CCN(C)CC3)c2c1

compound no. | 56 | 51 | 48 | 54
Coupling enz | -10 | -3 | 5 | -4
VP16 counter | 7% | 5µM* | -6% | 1%
RORg inh | 4% | 6.3µM* | 4% | -25%

# Some of the compounds tested (hit frequency here may not be typical).
